UCHL1 block: human UCHL1 deubiquitinase inhibition | 0.2% of 47,000 active | P09936 | purified UCHL1, Ub-rhodamine cleavage fluorescence | inhibition, % at 20 µM
Target sequence (P09936 whole entry, looked up): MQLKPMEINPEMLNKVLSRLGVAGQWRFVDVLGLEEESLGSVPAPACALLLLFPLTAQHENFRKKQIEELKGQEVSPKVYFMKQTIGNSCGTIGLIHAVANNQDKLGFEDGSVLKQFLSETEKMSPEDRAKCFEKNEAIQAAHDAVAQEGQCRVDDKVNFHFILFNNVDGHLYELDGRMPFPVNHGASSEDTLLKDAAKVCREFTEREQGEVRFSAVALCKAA
USP8 block: blocks human USP8 ubiquitin-rhodamine cleavage; P40818; purified USP8, Ub-rhodamine cleavage fluorescence, 30 min; inhibition, % at 20 µM; 4.2% of 47,000 active
USP28 block: inhibitors of human USP28 deubiquitinase. Q96RU2. purified USP28, Ub-rhodamine cleavage fluorescence, 30 min. inhibition, % at 25 µM. 3% of 47,000 active. AID 1645857
USP30 block: blocks human USP30 ubiquitin-rhodamine cleavage; Q70CQ3; purified USP30, Ub-rhodamine cleavage fluorescence; inhibition, % at 25 µM; 5.3% of 47,000 active
OTUD3 block: inhibitors of human OTUD3 deubiquitinase | Q5T2D3 | purified OTUD3, Ub-rhodamine fluorescence, 2 h | inhibition, % at 25 µM | 0.7% of 47,000 active | AID 1645858
USP17 block: inhibitors of human USP17 deubiquitinase. AID 1645855. 6.5% of 47,000 active. inhibition, % at 50 µM. purified USP17, Ub-rhodamine cleavage fluorescence, 3 h. A8MUK1
USP10 inh: blocks human USP10 ubiquitin-rhodamine cleavage; Q14694; purified USP10, Ub-rhodamine fluorescence, 60 min; inhibition, % at 20 µM; 1.1% of 47,000 active; AID 1645856
Target sequence (Q14694 whole entry, looked up): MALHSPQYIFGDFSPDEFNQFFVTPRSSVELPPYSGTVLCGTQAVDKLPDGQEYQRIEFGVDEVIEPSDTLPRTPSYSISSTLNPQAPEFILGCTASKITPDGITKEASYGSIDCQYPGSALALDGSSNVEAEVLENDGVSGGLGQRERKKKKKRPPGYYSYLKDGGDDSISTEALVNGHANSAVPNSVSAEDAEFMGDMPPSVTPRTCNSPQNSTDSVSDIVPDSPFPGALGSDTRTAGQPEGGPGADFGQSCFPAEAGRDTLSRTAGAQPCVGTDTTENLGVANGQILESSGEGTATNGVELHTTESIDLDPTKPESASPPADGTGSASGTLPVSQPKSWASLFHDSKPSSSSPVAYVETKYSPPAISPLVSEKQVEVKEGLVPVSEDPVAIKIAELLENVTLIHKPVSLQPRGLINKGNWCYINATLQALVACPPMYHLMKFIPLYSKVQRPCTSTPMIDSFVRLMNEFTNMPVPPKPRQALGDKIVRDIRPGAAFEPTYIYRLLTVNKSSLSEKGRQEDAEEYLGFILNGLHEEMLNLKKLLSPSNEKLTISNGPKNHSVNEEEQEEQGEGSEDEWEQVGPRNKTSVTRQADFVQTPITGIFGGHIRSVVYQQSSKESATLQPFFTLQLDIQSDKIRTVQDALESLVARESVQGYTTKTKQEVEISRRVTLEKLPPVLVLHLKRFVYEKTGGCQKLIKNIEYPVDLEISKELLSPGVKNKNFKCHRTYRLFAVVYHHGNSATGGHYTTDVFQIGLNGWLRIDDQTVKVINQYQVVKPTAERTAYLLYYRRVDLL
USP7 block: blocks human USP7 ubiquitin-rhodamine cleavage. inhibition, % at 20 µM. purified USP7, Ub-rhodamine cleavage fluorescence. 0.3% of 47,000 active. Q93009
Starred values were filed as active, the others as inactive; . = no result given. No stated cut-off is given here; in the data, active means inhibition above about 30%; inactive means the rest.

Structure,UCHL1 block,USP8 block,USP28 block,USP30 block,OTUD3 block,USP17 block,USP10 inh,USP7 block
Cc1ccccc1C(=O)NCc1csc(-c2ccccc2)n1,3,1,-1,0,3,4,2,-7
CN(C)c1ccc(CN2CC[C@H](c3nnc(-c4cccnc4)o3)C2)cc1,1,12,0,6,15,1,-1,2
Cc1cccc(N2CC(C(=O)N3CCOCC3)CC2=O)c1 (stereo not drawn),-1,-2,-6,-2,1,.,3,0
N#Cc1c(-c2ccccc2)cc(-c2ccccc2)nc1NCc1ccccc1,6,16,4,4,15,6,4,7
Cc1cccc(CNC(=O)c2ccc(N3C(=O)C(C)CS3(=O)=O)cc2Cl)c1 (stereo not drawn),0,1,6,-12,1,1,-1,-2
CN(C)c1ncncc1N1CCC(C(=O)NCc2ccccc2)CC1,2,-1,19,0,11,5,-1,6
CC(C)(C)OC(=O)N1CC2(Cc3ccccc3C(=O)N2)C1,2,-3,2,10,14,14,-1,0
COCCCn1c(C(=O)NCCc2ccccc2)cc2c(=O)n3cccc(C)c3nc21,0,-15,1,28,0,71*,-3,1
O=C(/C=C/c1ccccc1)Nc1nc(-c2ccccc2)c(-c2ccccc2)s1,6,19,16,22,11,11,5,9
CC(C)c1nc(-c2ccc3c(c2)nnn3CCN2CCOCC2)no1,-4,-5,-11,-20,-13,-7,-4,-22
c1ccc(-c2cc(NC3CC3)n3nc(-c4cccnc4)nc3n2)cc1,-1,-7,-21,-7,0,-2,-3,0
CC(C)c1nc2sc3c(SCc4ccc(Br)cc4)ncnc3c2c2c1CCC2,0,-5,-3,-10,-3,-3,0,0
O=C1[C@H]2Cc3c([nH]c4ccccc34)C(CCc3ccccc3)N2C(=O)CN1CCCn1ccnc1 (stereo partly drawn),-4,-23,-40,-138,-23,-4,-8,-5
COc1ccc(NC(=O)CSc2nc(-c3ccc4c(c3)OCO4)ccc2C#N)cc1OC,-3,-21,14,-65,-21,33*,-4,-5
COc1cccc(-c2nnc(NC(=O)CSc3ccc(Cl)cc3)o2)c1,-1,0,10,26,10,22,-6,3
CCCc1cc2c(cc1NC(=O)c1ccc(C(C)(C)C)cc1)OCO2,5,11,0,17,4,13,12,9
Cc1cccc(N2CCN(C(=O)c3csc(C(=O)NC4CC4)n3)CC2)c1,-1,-22,-9,-7,-5,-8,0,3
O=C(Nc1ccc2[nH]c(=O)[nH]c2c1)C1CC(=O)N(c2cccc3ccccc23)C1 (stereo not drawn),-3,-5,-9,-55,-15,21,-1,-3
O=C(NCc1ccc(Cl)cc1)NCc1nnnn1-c1ccccc1,-1,-36,13,10,9,5,2,-13
Cc1ccc(CN2CC(c3noc(-c4ccncc4)n3)CC2=O)cc1 (stereo not drawn),-5,-8,7,-33,-4,2,-2,-7

Sorted by number of heavy atoms (smallest number first): 3 of the compounds above.
Structure,UCHL1 block,USP8 block,USP28 block,USP30 block,OTUD3 block,USP17 block,USP10 inh,USP7 block
Cc1cccc(N2CC(C(=O)N3CCOCC3)CC2=O)c1 (stereo not drawn),-1,-2,-6,-2,1,.,3,0
O=C(NCc1ccc(Cl)cc1)NCc1nnnn1-c1ccccc1,-1,-36,13,10,9,5,2,-13
COc1ccc(NC(=O)CSc2nc(-c3ccc4c(c3)OCO4)ccc2C#N)cc1OC,-3,-21,14,-65,-21,33*,-4,-5

Next structures follow:
Structure,UCHL1 block,USP8 block,USP28 block,USP30 block,OTUD3 block,USP17 block,USP10 inh,USP7 block
COc1ccc(OC)c(CCNC(=O)C(C)c2c(C)n[nH]c2C)c1 (stereo not drawn),0,22,8,13,12,10,1,5
COc1cc(C2CCN(C(=O)c3ccccc3)CC2)on1,0,32*,2,18,10,11,2,-1
CCC(=O)NCCc1c(C(=O)O)[nH]c2ccc(Br)cc12,-1,13,9,15,13,13,1,3
COc1ccc(-c2ccccc2)cc1[C@H]1C[C@@H](NC(C)=O)[C@@H]2CCCC[C@H]2O1,6,15,9,16,4,19,-3,-7
COc1cccc(NC(=O)CCNc2cc(C)nc3nc(-c4cccnc4)nn23)c1,-6,-15,-6,-53,-14,-15,-7,-6
O=C(C1CCN(c2nc(-c3ccccc3)no2)CC1)N1CCN(c2ccccc2)CC1,0,5,-6,6,0,0,1,2
O=C(Nc1ccc(F)cc1Cl)c1nc(-c2ccncc2)no1,0,-8,16,15,14,16,3,1
COc1ccc(S(=O)(=O)Nc2ccc(N3CCOCC3)nc2)cc1,3,-5,-2,-35,-3,11,-1,0
Cc1ccccc1NC(=O)Cn1cc(-c2noc(-c3ccccc3)n2)nc1C,0,7,-2,6,1,15,9,5
CC(C/C=C/C=C/CC/C=C/C=C/CCC(C)(C)C)C(O)C(O)C(O)C(O)C(O)C1OC(=O)C(O)C1O (stereo not drawn),-2,-36,-11,-106,-23,-4,-11,-11
FC(F)(F)Oc1ccc(/C=C/c2nc(-c3cccs3)no2)cc1,-8,-6,-11,-21,1,0,0,0
COCCC(=O)N1C[C@@H]2OCC(=O)N(Cc3ccccc3)[C@@H]2C1,-3,-6,-11,-22,-2,-6,-1,1
O=C(CNC(c1ccccc1)c1ccccc1)NCc1ccc2c(c1)OCO2,1,1,0,-12,0,5,3,-2
Cc1ccc([N+](=O)[O-])cc1NC(=O)CCN1C(=O)c2ccccc2S1(=O)=O,-5,-7,7,49*,7,31*,0,-11
CCc1cc(C(=O)c2ccc(OC)cc2)c(NC(=O)c2nccnc2C(=O)O)s1,5,4,17,18,18,29,15,0
CNC(=O)c1cc(C2CN(C(=O)c3cc4cc(F)ccc4[nH]3)CCO2)nc2ccccc12 (stereo not drawn),-8,-26,-24,-106,-31,7,-2,-10
O=C(NCc1ccc(Cl)cc1)c1cccc(N2CCCC2=O)c1,0,7,14,3,6,0,-2,0
COc1ccc2c(c1)C(O)(c1c[nH]c3ccccc13)C(=O)N2 (stereo not drawn),-2,0,-11,7,-4,-13,-1,.
CC1CCc2nc3ccccc3c(C(=O)OCC(=O)Nc3ccc4ccccc4c3)c2C1 (stereo not drawn),-3,18,2,5,-2,4,-3,-7
O=C(c1nnsc1Sc1ccc(Cl)cc1)N1CCOCC1,0,11,-2,0,-3,4,9,-44
O=C(C1CCCNC1)N1CCCn2cc(-c3ccccc3)nc21 (stereo not drawn),3,-251,6,1,3,-20,3,2
CCN1CCN(c2nc(-c3cnc(N4CCC(C)CC4)nc3C)cc(=O)[nH]2)CC1,-2,-10,-10,-1,-8,-13,2,-4
Cc1cccc(NC(=O)Cn2c(=O)nc(N(C)c3ccccc3)c3ccccc32)c1,2,10,41*,15,1,23,4,9
Cc1cccc(-n2c(C)c(C)c3c(=N)n(CCCO)cnc32)n1,-7,-29,-18,-70,-20,-26,-3,-5
CCc1nc(SCc2ccccc2)c2oc3ccccc3c2n1,1,-1,-7,0,4,-1,5,-4
O=c1c(S(=O)(=O)N2CCCC2)cccn1Cc1ccccc1F,-6,-16,-29,-118,-17,-13,-5,-11
O=S(=O)(c1ccc(F)cc1)N1CCC2(CC1)NCCN=C2NC1CCCC1,0,4,4,1,3,1,-4,4
CC(C)(C)c1cc(C(=O)N2CCC3(CC2)CO[C@H]([C@@]2(C)CC[C@@H](C(C)(C)O)O2)C3)n[nH]1,-7,-21,-11,-25,-8,-10,-4,-5
FC(F)(F)c1cnc(N2CCC3(CC2)OCC=CCO3)c(Cl)c1,-3,-6,-4,-18,1,-38,-3,.
CCN1C(=O)[C@H]2CN(C(C)=O)C[C@H]2C12CCN(S(=O)(=O)c1ccccc1)CC2,-1,-31,-9,3,-4,-5,0,0
N=C(N)C1CN(Cc2ccncc2)C(=O)NC1=O (stereo not drawn),-7,-143,-17,-24,-9,-28,-6,-2
COc1ccccc1CC(=O)NCc1ccc(-c2ncncc2-c2cc(C)no2)cc1,4,12,17,28,21,19,0,-1
CCOC(=O)c1c(C)oc2ncnc(Nc3cccc(OC)c3)c12,-1,-7,1,11,9,11,0,0
COc1ccccc1OC(C)C(=O)NCCC1=CCCCC1 (stereo not drawn),-1,-16,-10,-5,-4,.,-6,-6
Cc1noc2ncnc(N(Cc3ccco3)CC3CCCO3)c12 (stereo not drawn),-2,7,6,0,9,3,-3,-1
O=C(Nc1ccc(Cl)cc1)C1C2C=CC3(O2)C1C(=O)N(C1CC1)C3C(=O)NC1CCCCC1 (stereo not drawn),-1,14,4,4,6,36*,0,-6
CC1Cc2ccccc2N1S(=O)(=O)c1cccc(C(=O)NCc2ccc3c(c2)OCO3)c1 (stereo not drawn),3,39*,-8,-3,1,19,10,8
CCCOc1ccccc1C1C2=C(CC(C)(C)CC2=O)Nc2ccccc2N1C(=O)c1ccccc1 (stereo not drawn),1,7,.,.,-1,0,2,-7
COc1ccccc1NC(=O)CN1CCC(c2nnc(C)s2)CC1,-2,0,.,.,-2,-7,0,2
CCc1cc(=O)[nH]c(NC2CCN(S(=O)(=O)c3ccccc3C(F)(F)F)CC2)n1,1,2,-3,-17,-7,-16,3,-1
CC(Oc1ccccc1)C(=O)Nc1nnc(-c2ccc3c(c2)OCO3)s1 (stereo not drawn),5,1,1,23,9,8,7,10
COc1ccc(S(=O)(=O)Nc2ccccc2[N+](=O)[O-])cc1OC,0,4,.,.,3,-17,-1,-2
CCCCCCCc1cc(OC(=O)c2c(CCCCCCC)cc(O)cc2O[C@@H]2O[C@H](CO)[C@H](O)[C@H](O)[C@H]2O)cc(O)c1C(=O)O,69*,99*,100*,108*,100*,102*,100*,100*
Cc1ccc(C(=O)NCC(c2cccnc2)S(=O)(=O)c2ccc(F)c(C)c2)cc1 (stereo not drawn),3,6,6,29,8,4,-5,1
O=C(Cn1c(=O)c2cccn2c2ccccc21)NCc1ccc(F)cc1,2,17,2,-138,0,0,30,15
CC1CCc2onc(C(=O)NCc3ccccn3)c2C1 (stereo not drawn),3,5,5,5,8,6,4,10
O=C(c1ccn(-c2ccc3ccc(-c4ccccc4)cn23)n1)N1CCCC1,-68,-31,-136,-468,-111,-84,-2,-61
Cc1ccc(S(=O)c2ccc(NC(=O)c3ccc(Cl)c(Cl)c3)cc2C#N)cc1 (stereo not drawn),2,11,5,27,10,21,6,7
Cc1cc2nc(N3CCCCC3C)c3ccccc3n2n1 (stereo not drawn),2,-95,-5,-8,-2,-29,0,-9
Cc1cc(NC(=O)CSc2ccc(-c3ccc(-n4cccn4)cc3)nn2)no1,-4,10,-17,-12,0,-6,9,6
O=C(NCc1cccc(Br)c1)c1cc2ccccn2n1,2,6,30*,25,14,15,0,6
COc1ccc(CCn2c(N3CCN(C)CC3)nc3c2c(=O)[nH]c(=O)n3C)cc1,-2,-16,-16,-3,-5,-8,-1,-1
O=S(=O)(c1cccc(F)c1)N1CCn2cccc2C1c1ccccc1 (stereo not drawn),-2,-20,.,.,0,-40,-7,-1
O=S(=O)(c1cccc(Cl)c1)N1CCCCC1c1nnc(-c2cnccn2)o1 (stereo not drawn),0,2,-4,9,1,12,1,0
CC(C)c1nnc(NC(=O)C2CC(=O)N(CCc3ccc(F)cc3)C2)s1 (stereo not drawn),0,-27,-1,-34,1,6,4,-1
O=C(c1ccccc1)N1CC[C@@H]2Oc3ccccc3S(=O)(=O)N(CC3CC3)[C@H]2CC1,-1,4,10,16,8,0,-1,0
O=C(Nc1nc(-c2ccccc2)ns1)c1ccc(F)cc1,3,0,6,3,7,0,4,8
Cc1ccc(/C=C/S(=O)(=O)N2CCC(C(=O)Nc3nnc(C)o3)CC2)cc1,3,-157,7,24,20,-13,4,3
C=C1C(=O)[C@]23[C@H](O)C[C@H]4[C@]5(CCC[C@]4(C)C=O)CO[C@](O)(C[C@@H]1[C@H]2O)[C@@H]53,-1,5,0,0,-2,15,0,-5

Profiles, quoted from the list. Values in the order: UCHL1 block	USP8 block	USP28 block	USP30 block	OTUD3 block	USP17 block	USP10 inh	USP7 block
Shown for O=C(Nc1nc(-c2ccccc2)ns1)c1ccc(F)cc1 = 3	0	6	3	7	0	4	8
Shown for O=C(c1ccccc1)N1CC[C@@H]2Oc3ccccc3S(=O)(=O)N(CC3CC3)[C@H]2CC1 = -1	4	10	16	8	0	-1	0
Shown for O=S(=O)(c1cccc(Cl)c1)N1CCCCC1c1nnc(-c2cnccn2)o1 (stereo not drawn) = 0	2	-4	9	1	12	1	0
